High-throughput results (PubChem)
V-ATPase pHluor = regulators of yeast V-ATPase proton transport; S. cerevisiae, pHLuorin cytosolic pH fluorescence; response, % at 10 µM; actives 0.37% (n = 350,000); in the data active means response mostly above about 7.3%, no sharp cut-off; inactive means mostly below about 5.4%; further: actives read high; inactives centre near 0; some compounds called inactive have numbers as strong as hits; reference of the scale not given here
Cardiac RTF inh = cardiac RTF calcium desensitization | P19429+P45379 | IANBD-labeled cardiac RTF, Ca2+ fluorescence | inhibition, % at 7.15 µM | actives 0.12% (n = 340,000);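 active means inhibition above the mean inhibition of all tested compounds plus 3 SD, cut at about 17% in these data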;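 further: assay run at fixed EC70 calcium of 1.6 mM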
MOR-DOR inv ag = inverse agonist of human OPRM1-OPRD1 heterodimerization; P35372+P41143; actives 0.21% (n = 340,000); inhibition, % at 9.3 µM; cell-based MOR-DOR heterodimer luminescence, inverse agonism; AID 504357; in the data active means inhibition above about 22%, passing the limit was not always enough;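 further: 0% = cells with DMSO and 100% = wells without cells with DMSO; values of inactives mirror those of a sister screen read the other way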
Target sequence (P35372 whole entry, looked up): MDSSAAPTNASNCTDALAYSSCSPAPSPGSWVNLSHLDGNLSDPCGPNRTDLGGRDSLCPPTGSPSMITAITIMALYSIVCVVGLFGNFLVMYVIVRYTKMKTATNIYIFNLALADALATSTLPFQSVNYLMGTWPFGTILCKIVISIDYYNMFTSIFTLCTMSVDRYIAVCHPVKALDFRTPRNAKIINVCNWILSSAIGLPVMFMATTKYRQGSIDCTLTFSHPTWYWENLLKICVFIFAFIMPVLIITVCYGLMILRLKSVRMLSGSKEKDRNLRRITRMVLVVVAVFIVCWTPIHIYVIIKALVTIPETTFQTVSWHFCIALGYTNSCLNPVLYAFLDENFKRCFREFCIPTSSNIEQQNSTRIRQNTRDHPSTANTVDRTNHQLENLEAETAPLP
Target sequence (P41143 whole entry, looked up): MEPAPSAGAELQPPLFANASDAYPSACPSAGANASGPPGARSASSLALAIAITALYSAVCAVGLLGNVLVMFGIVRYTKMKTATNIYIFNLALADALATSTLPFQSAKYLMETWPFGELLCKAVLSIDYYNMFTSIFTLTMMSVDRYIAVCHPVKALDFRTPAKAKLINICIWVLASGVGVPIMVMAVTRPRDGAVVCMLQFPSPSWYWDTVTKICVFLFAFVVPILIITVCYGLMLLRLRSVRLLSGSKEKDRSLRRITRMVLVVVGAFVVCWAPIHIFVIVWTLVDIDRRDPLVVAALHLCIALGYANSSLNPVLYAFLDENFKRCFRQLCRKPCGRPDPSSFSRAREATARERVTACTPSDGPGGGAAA
CAL-PDZ inh HTS = inhibitors of human CAL PDZ peptide binding; Q9HD26; purified CAL PDZ, TMR-peptide fluorescence polarization, 1 h; inhibition, % at 24.9 µM; actives 0.92% (n = 300,000); AID 602252;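 active means mean inhibition of at least 30% with at least half of replicates also reaching 30%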;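 further: 0% = DMSO neutral control and 100% = excess unlabeled competitor peptide PRC23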
OPRM1-OPRD1 ag = agonists of human mu-delta opioid receptor heterodimerization; cells, OPRM1-OPRD1 heterodimerization, luminescence; activation, % at 9.3 µM; actives 0.3% (n = 340,000); in the data active means activation above about 18%;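 further: 0% = vehicle-treated cells and 100% = reference agonist; values of inactives mirror those of a sister screen read the other way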
Keap1-Nrf2 PPI = Keap1-Nrf2 (human) interaction inhibition | Q14145 | Keap1 Kelch-Nrf2 peptide fluorescence polarization, 1536-well | inhibition, % at 9.4 µM | actives 0.15% (n = 340,000) | AID 504523; in the data active means inhibition above about 12%;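 further: human Keap1 Kelch domain with fluorescein labeled Nrf2 9mer peptide probe; 0% = neutral control wells and 100% = peptide positive control; higher means more block of Keap1 binding to Nrf2 peptide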
RTF Ca sens act = increases calcium sensitivity of human cardiac regulated thin filaments; P19429+P45379; IANBD-labeled TnC RTF fluorescence at EC20 calcium; 0% EC20 calcium, 100% full calcium; activation, % at 7.2 µM; actives 0.24% (n = 340,000); AID 493008;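 active means activation above the mean over all tested compounds plus 3 SD, cut at about 30% in these data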;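 further: rise in fluorescence read as greater calcium sensitivity of cardiac thin filaments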
HTR5A inv ctr = counter-screen for OPRM1-OPRD1 inverse agonists: human HTR5A inverse agonism; actives 0.083% (n = 340,000); HTR5A cell line, luminescence; inhibition, % at 9.3 µM; AID 504634; in the data active means inhibition mostly above about 23%, no sharp cut-off; inactive means mostly below about 18%;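 further: 0% = cells with DMSO and 100% = no-cell wells with DMSO; some compounds called inactive have numbers as strong as hits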
C-LANA FP = blocks KSHV LANA C-terminal domain binding to DNA; inhibition, % at 9 µM; AID 504423; MBP-C-LANA/FAM-LBS DNA binding, fluorescence polarization; actives 0.078% (n = 340,000);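 active means highest replicate inhibition at or above 60% at 9 µM, even if other replicates fall short; inactive means all replicates below 60% inhibition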;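 further: 0% = neutral control wells and 100% = 4 µM acridine orange control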
HTR5A ag ctr = counter-screen for OPRM1-OPRD1 agonists: human HTR5A agonism. P47898. HTR5A agonist assay, luminescence, cell-based. activation, % at 9.3 µM. actives 0.61% (n = 340,000). AID 504692; in the data active means activation mostly above about 9.5%, no sharp cut-off; inactive means mostly below about 7.6%;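 further: 0% = cells with vehicle only and 100% = reference agonist; strong numbers were not always called active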
* = called active by the depositor; x = no result given.

SMILES	V-ATPase pHluor	Cardiac RTF inh	MOR-DOR inv ag	CAL-PDZ inh HTS	OPRM1-OPRD1 ag	Keap1-Nrf2 PPI	RTF Ca sens act	HTR5A inv ctr	C-LANA FP	HTR5A ag ctr
COC(=O)c1c(C)[nH]c(C(=O)OC(C)C(=O)N2CCOCC2)c1C (stereo unspecified)	-1	-9	2	-4	-0.3	-1	3	5	1.2	3
COc1ccc([C@@H]2[C@@H]3C(=O)N(C(C)(C)C)C(=O)[C@@H]3[C@]3(C)C(=O)N(c4ccc(C(F)(F)F)cc4)C(=O)N23)cc1	-1	-8	-30	-2	5.3	3	-2	8	-0.9	3
CC(C)(C)OC(=O)N1CCN(C(=O)OCC2c3ccccc3-c3ccccc32)CC1C(=O)O (stereo unspecified)	-1	-2	3	-7	-0.5	-5	6	9	-1.3	-3
O=C1C(=O)N(CCCn2ccnc2)C(c2cccnc2)/C1=C(/O)c1ccc(F)cc1 (stereo unspecified)	1	-3	-4	-5	0.8	0	-6	3	-0.1	-1
CN(c1ccc(F)cc1)S(=O)(=O)c1ccc2[nH]cc(C(=O)O)c(=O)c2c1	2	1	12	-5	-2.8	-1	-4	-3	1.9	-1
CCOc1ccccc1NC(=O)CNC(=O)c1nn(-c2ccc(OC)c(OC)c2)c(=O)c2ccccc12	1	-2	0	3	0.0	-6	4	6	-0.5	-2
CC(CC(=O)O)CC(=O)Nc1ccc(Br)cc1 (stereo unspecified)	0	1	9	-1	-1.9	-2	2	-6	1.2	2
CCc1ccc(C2CC(c3cccc(Cl)c3)n3nc(N)nc3N2)cc1 (stereo unspecified)	-4	-2	11	x	-2.0	-5	-3	-9	33	3
COC(=O)c1cc(Br)ccc1NC(=O)Nc1ccccc1	-4	-4	3	x	-0.6	3	3	28	0.8	-11
COc1ccc(C(=O)NC(Cc2ccccc2)c2ccc3c(c2)OCCCO3)cc1 (stereo unspecified)	0	-4	3	-6	-0.7	-1	-1	12	-0.7	10
CCCCCCCCCCCC1N=C(N)NC(CCCO)=C1C(=O)OC (stereo unspecified)	-3	-1	20	-2	-4.6	-1	-12	-6	0.1	2
Cc1nnc(N/N=C/c2ccc(Br)cc2)n1N	2	-6	-19	-1	4.1	-2	-6	-16	-0.9	4
CCCCSc1n[nH]c(=S)c2nc[nH]c12	2	0	17	x	-3.3	-5	-2	12	0.6	-3
CCc1ccc(NS(=O)(=O)c2ccc(OC)c3ncccc23)cc1	-1	-2	11	1	-2.1	-3	1	-2	0.6	-3
C[C@H]1CC[C@]2(O[C@H](CCO)C[C@H](O)[C@H]2O)O1	5	8	21	-2	-3.9	-6	5	-22	2.1	2
COc1cc(CNCc2ccc3c(c2)OCO3)c([N+](=O)[O-])cc1OC	0	-2	2	-4	-0.3	-6	4	-8	0.2	2
CC1(OC(=O)CCc2ccccc2)C(=O)C=C2C=C(c3ccc(C#N)cc3)N(Cc3ccccc3)C=C2C1=O (stereo unspecified)	0	-9	-37	3	6.7	-1	-10	8	2.0	-3
O=[N+]([O-])c1ccccc1C1Nc2cccc3cccc(c23)N1	0	3	-43	0	7.1	1	0	0	1.9	2
CSCCC(NC(=O)c1ccccc1Br)C(=O)N1CCC(C)CC1 (stereo unspecified)	-1	0	4	x	-0.7	-2	-2	7	-1.9	4
S=C(Nc1ccc(Cl)cc1)NC1CCCCC1	2	-4	-16	-15	3.2	-2	2	8	-1.2	-2
COc1ccc(-c2nn3cnnc3s2)cc1OC	0	-3	-1	-3	0.2	3	-3	28	1.2	3
CC1CCCC(NC(=O)C2CCN(S(=O)(=O)N3CCCCC3)CC2)C1C (stereo unspecified)	-2	-1	12	-1	-2.2	2	4	-6	0.7	2
O=C(NC1(Cc2ccccc2)CCN(CCc2cccs2)C1=O)c1ccccc1 (stereo unspecified)	1	-46	-15	-3	2.7	3	-5	-15	3.3	1
COc1cc(OC)cc(-c2c(-c3cccs3)c3cc(-c4cnc(OC)nc4)ccc3n2C)c1	1	4	19	-2	-3.6	-1	8	3	0.3	1
COC(=O)[C@@H]1C(c2ccccc2)(c2ccccc2)[C@@]1(C)C(=O)OC	-3	6	14	-3	-2.6	0	-4	12	2.8	0
CCOC(=O)C1=C(c2ccccc2)N2CCS(=O)(=O)N=C2S1	7	-2	-27	-1	4.3	-7	7	-13	0.7	5
O=C(CN1CCN(Cc2ccccc2)CC1)NC(=O)NCc1ccco1	-2	2	4	x	-0.7	0	-5	-13	-0.8	4
CCCCN(CCCNC(=O)Cn1nc(CC)n2c(cc3sc(C)cc32)c1=O)Cc1ccccc1	-4	-1	14	1	-2.5	-1	0	-2	-0.5	1
CC1C[C@@]2(NC(=O)NC2=O)C(C)CN1C (stereo partly specified)	-7	-9	14	0	-2.6	0	-2	18	-0.7	-6
Cc1cccc(N2CCN(CC(=O)N(C)Cc3ccccc3)CC2C)c1 (stereo unspecified)	-2	-13	4	-12	-0.9	4	-5	-2	-2.0	0
Cc1cc(C)n2nc(CC(=O)NCc3ccccc3Cl)nc2n1	1	8	19	-1	-3.5	-1	2	-18	-0.2	5
Cc1cccc(N(C(=O)c2csnn2)C(C(=O)NCc2ccccc2)c2ccncc2)c1 (stereo unspecified)	2	2	-1	0	0.2	0	-2	-7	-0.5	1
CC(=O)Nc1ccc(S(=O)(=O)N2CC(=O)NC(=O)C2)cc1	3	-11	-2	-2	0.4	-1	-3	-12	1.1	-1
Cc1cc(C)cc(NC(=O)CCc2c(C)nn(-c3ccc(N4CCOCC4)nn3)c2C)c1	3	-4	16	-2	-3.0	1	-8	0	1.0	0
O=S(=O)(NCCc1cn2ccccc2n1)c1ccc2c(c1)CCCC2	-3	1	9	-3	-1.5	-3	1	-26	1.1	8
COc1ccc2cc(OCC(=O)NNC(=O)Nc3ccc(OC)c(OC)c3)ccc2c1	-1	-6	12	0	-2.4	-7	-4	6	-2.1	-3
C/C(=N\Nc1nc(N)cc(Cl)n1)c1ccc(Cl)c(Cl)c1	5	1	0	x	-0.1	4	-2	-44	1.1	-7
COc1ccc(/C=C/c2c(-c3ccc(OC)cc3)oc3ccc(-c4ccc(OC)cc4)cc23)cc1	3	-13	-6	-2	1.1	-5	1	9	-0.5	-4
COC(=O)c1cc(C)sc1NC(=O)CCCC(=O)O	-3	2	11	-2	-1.8	-1	-1	-15	-1.1	5
C=CCNCCCCOc1ccc(C)cc1[N+](=O)[O-]	2	-9	14	-1	-2.4	0	2	4	1.5	-4
COc1ccccc1Oc1ccc(-c2cnc3ccccc3n2)cc1[N+](=O)[O-]	2	x	x	3	x	-1	x	x	-0.6	x
Cc1ccc(S(=O)(=O)/N=C(/Sc2ccccc2C(=O)O)c2ccccc2)cc1	2	-12	12	x	-2.4	1	2	-16	-1.0	-1
Cc1ccc(S(=O)(=O)CCc2nc3ccccc3s2)cc1	-3	-13	12	-3	-2.8	1	-6	-2	-0.4	5
Cc1cccc(OCC(O)CN2CCN(C3CCCCC3)CC2)c1 (stereo unspecified)	0	-7	8	0	-1.8	2	-3	-7	1.6	-1
CCn1c(=O)n(CC)c2cc(S(=O)(=O)Nc3c(C)cccc3C)ccc21	-1	-1	12	-3	-2.4	-4	3	7	-0.5	-3
CC(C)(C)C(=O)Nc1ccc(C(=O)Nc2cccc(Oc3ccc(C(=O)O)c(C(=O)O)c3)c2)cc1	-1	1	21	-8	-4.5	-2	-4	9	11	-2
CC1(c2ccccc2)NC(=O)N(CC(=O)N2CCN(S(=O)(=O)c3cccs3)CC2)C1=O (stereo unspecified)	7	3	19	-7	-3.6	-2	-4	19	0.0	-8
O=C(Oc1ccnc2cc(Cl)ccc12)N1CCOCC1	2	-14	-17	-1	2.9	0	11	-24	0.3	10
O=[N+]([O-])c1cccc2ncccc12	-4	-5	-3	0	0.5	-7	3	7	0.6	-3
CNc1nc(Cl)nc(Nc2ccccc2)n1	1	9	14	-6	-2.8	1	3	-12	-0.4	-2
Cc1cccc(Cc2nnc(CCC(=O)NCc3cnc4ccccn34)o2)c1	-1	-9	6	2	-0.9	4	-4	17	0.0	-1
COC(=O)c1ccc(/C=C/c2c(-c3ccc(OC)cc3)oc3ccccc23)cc1	1	-5	14	-1	-3.0	2	2	11	-3.4	7
O=C(Cn1c(=O)oc2ccccc21)Nc1ccccc1C(F)(F)F	3	-5	8	4	-1.8	-3	-6	-7	0.4	2
O=C(Cn1cnc(S(=O)(=O)N2CCCC2)c1)Nc1cccc(F)c1	1	-3	11	-1	-2.2	0	4	-35	2.2	2
Nc1nc(SCCN2C(=O)c3ccccc3C2=O)n[nH]1	3	-2	3	-3	-0.6	2	2	2	0.1	-1
COc1ccc2nc(N3CCOCC3)cc(C)c2c1	-2	10	13	-4	-2.3	-4	-3	-22	-3.8	-3
CCOC(=O)CN(C(=O)CN1CCC(n2nnc3cc(C)ccc32)CC1)c1ccccc1	2	-1	9	-2	-1.6	-1	0	-11	1.6	-4
CCCCNC(=O)CN1C(=O)C(CC)Oc2ccc(Cl)cc21 (stereo unspecified)	-3	3	15	-7	-2.7	-3	-5	18	-0.6	-8
Cc1cccnc1NC(=O)CSc1nnc(Cc2ccccc2)o1	1	-6	11	x	-2.3	-3	-1	1	-1.0	-1
CCOC(=O)CC1CCCCN1C(=O)c1ccc2nc(CCOC)oc2c1 (stereo unspecified)	1	-3	-2	16	0.3	-6	2	17	0.7	1

Additional structures follow:
SMILES	V-ATPase pHluor	Cardiac RTF inh	MOR-DOR inv ag	CAL-PDZ inh HTS	OPRM1-OPRD1 ag	Keap1-Nrf2 PPI	RTF Ca sens act	HTR5A inv ctr	C-LANA FP	HTR5A ag ctr
CC1(C)Cc2nc3oc4c(N(CCO)Cc5ccccc5)ncnc4c3cc2CO1	2	8	8	-2	-1.5	-5	-4	-19	1.3	0
O=C(O)c1ccc(N=Cc2c(O)ccc3ccccc23)cc1	-2	-12	12	-3	-2.3	0	-1	-4	1.3	1
CC(C)(C)OC(=O)N[C@@H](Cc1ccccc1)C(=O)NCC1CCC(C(=O)O)CC1 (stereo partly specified)	-5	-5	12	-6	-2.3	-9	2	1	-1.4	-9
CC(=O)Nc1cccc(OCCCOc2cccc([N+](=O)[O-])c2)c1	2	-2	-2	x	0.4	-3	-1	1	2.7	0
Cn1nc(C(=O)N2CCc3ccccc3C2)c2ccccc2c1=O	0	1	17	2	-4.1	-4	-3	3	-1.7	-1
CCOc1cc(CNCc2cccnc2)cc(Br)c1OCC(N)=O	5	0	0	-6	-0.1	-2	-7	-37	0.2	10*

Part of the list above in a different format.
canonical_smiles: O=C(O)c1ccc(N=Cc2c(O)ccc3ccccc23)cc1
  V-ATPase pHluor: -2
  Cardiac RTF inh: -12
  MOR-DOR inv ag: 12
  CAL-PDZ inh HTS: -3
  OPRM1-OPRD1 ag: -2.3
  Keap1-Nrf2 PPI: 0
  RTF Ca sens act: -1
  HTR5A inv ctr: -4
  C-LANA FP: 1.3
  HTR5A ag ctr: 1
canonical_smiles: Cn1nc(C(=O)N2CCc3ccccc3C2)c2ccccc2c1=O
  V-ATPase pHluor: 0
  Cardiac RTF inh: 1
  MOR-DOR inv ag: 17
  CAL-PDZ inh HTS: 2
  OPRM1-OPRD1 ag: -4.1
  Keap1-Nrf2 PPI: -4
  RTF Ca sens act: -3
  HTR5A inv ctr: 3
  C-LANA FP: -1.7
  HTR5A ag ctr: -1
